Screening data (PubChem BioAssay)
LYPLA2 inh: LYPLA2 (human) inhibition in PME1 counter-screen; O95372; inhibition, % at 5.9 µM; recombinant LYPLA2, FP-Rh probe fluorescence polarization; hit rate 0.38% among 320,000; AID 2177;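 active means inhibition above the screen-wide mean plus 3 SD, limit set per campaign, cut at about 26% in these data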;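 further: 0% = LYPLA2 with DMSO and 100% = wells lacking LYPLA2 enzyme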
PREPL inh: inhibits the human prolyl oligopeptidase-like enzyme. recombinant PREPL, fluorescence polarization activity-based probe. inhibition, % at 5.96 µM. hit rate 0.68% among 320,000; in the data active means inhibition above about 43%;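 further: 0% = enzyme with DMSO and 100% = wells lacking enzyme; many of its hits are not listed in these tables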
Target sequence (Q4J6C6 whole entry, looked up): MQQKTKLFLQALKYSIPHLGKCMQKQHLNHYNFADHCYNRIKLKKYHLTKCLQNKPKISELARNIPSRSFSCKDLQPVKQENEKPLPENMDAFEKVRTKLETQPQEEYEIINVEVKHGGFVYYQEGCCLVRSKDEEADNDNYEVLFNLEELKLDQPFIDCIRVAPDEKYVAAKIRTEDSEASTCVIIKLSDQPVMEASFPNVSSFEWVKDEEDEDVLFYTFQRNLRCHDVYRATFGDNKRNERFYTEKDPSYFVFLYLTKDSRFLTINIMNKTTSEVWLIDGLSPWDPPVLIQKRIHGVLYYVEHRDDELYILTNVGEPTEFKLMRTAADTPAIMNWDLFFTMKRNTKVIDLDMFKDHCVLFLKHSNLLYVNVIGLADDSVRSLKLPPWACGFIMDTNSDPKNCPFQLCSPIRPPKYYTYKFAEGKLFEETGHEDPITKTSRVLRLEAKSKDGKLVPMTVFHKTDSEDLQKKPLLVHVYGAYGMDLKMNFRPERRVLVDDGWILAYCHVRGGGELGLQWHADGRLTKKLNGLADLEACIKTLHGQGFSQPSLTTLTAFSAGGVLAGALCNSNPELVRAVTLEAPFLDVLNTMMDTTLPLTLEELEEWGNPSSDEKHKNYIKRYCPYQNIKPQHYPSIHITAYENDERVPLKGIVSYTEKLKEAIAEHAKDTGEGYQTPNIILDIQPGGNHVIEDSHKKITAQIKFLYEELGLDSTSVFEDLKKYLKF
PAFAH1B3 inh: inhibitors of human PAFAH1B3. Q15102. recombinant PAFAH1B3, FP-rhodamine probe, fluorescence polarization. inhibition, % at 3.39 µM. hit rate 0.28% among 340,000;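 active means inhibition above the screen-wide average of all tested compounds plus 3 SD, cut at about 25% in these data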;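 further: 0% = enzyme with DMSO only and 100% = wells lacking PAFAH1B3 protein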
GSTO1 inh: blocks human GSTO1 in RBBP9 counter-screen. inhibition, % at 5.96 µM. recombinant GSTO1, activity-based probe fluorescence polarization. hit rate 1.1% among 300,000;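 active means inhibition above the campaign mean inhibition plus 3 SD, cut at about 35% in these data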;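 further: 0% = GSTO1-1 with DMSO and 100% = wells lacking GSTO1-1 enzyme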
PAD4 inh: inhibitors of human PAD4; Q9UM07; recombinant PAD4, RCA probe fluorescence polarization; inhibition, % at 6.36 µM; hit rate 0.41% among 330,000;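 active means percent inhibition above a cutoff equal to the mean of all tested compounds plus 3 SD, cut at about 15% in these data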;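 further: 0% = PAD4 with RCA probe and DMSO and 100% = probe without PAD4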
EBNA-1 inh: blocks EBNA-1 binding to DNA. EBNA-1 DNA binding, fluorescence polarization. inhibition, % at 14.8 µM. hit rate 0.34% among 300,000; in the data active means inhibition above about 28%
LYPLA1 counter: LYPLA1 (human) inhibition in PME1 counter-screen. hit rate 0.16% among 320,000. O75608. recombinant LYPLA1, FP-Rh probe fluorescence polarization. inhibition, % at 5.9 µM;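 active means inhibition above the mean of all tested compounds plus 3 SD, set per campaign, cut at about 14% in these data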;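 further: inhibitors block serine hydrolase probe labeling of LYPLA1 so polarization falls; 0% = enzyme with DMSO and 100% = wells lacking LYPLA1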
PAFAH2 FP inh: PAFAH2 (human) inhibition. inhibition, % at 3.39 µM. hit rate 0.99% among 340,000. Q99487. recombinant PAFAH2, FP-rhodamine activity probe, fluorescence polarization;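 active means inhibition above the mean over all tested compounds plus 3 SD, cut at about 30% in these data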;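 further: inhibitors block probe labeling of enzyme so polarization drops; 0% = enzyme with DMSO and 100% = wells lacking PAFAH2 protein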
ZTA DNA inh: ZTA (EBV) inhibition in EBNA-1 counter-screen; P03206; ZTA-DNA binding, fluorescence polarization; inhibition, % at 11 µM; hit rate 0.15% among 320,000; in the data active means inhibition above about 33%
Target sequence (P03206 whole entry, looked up): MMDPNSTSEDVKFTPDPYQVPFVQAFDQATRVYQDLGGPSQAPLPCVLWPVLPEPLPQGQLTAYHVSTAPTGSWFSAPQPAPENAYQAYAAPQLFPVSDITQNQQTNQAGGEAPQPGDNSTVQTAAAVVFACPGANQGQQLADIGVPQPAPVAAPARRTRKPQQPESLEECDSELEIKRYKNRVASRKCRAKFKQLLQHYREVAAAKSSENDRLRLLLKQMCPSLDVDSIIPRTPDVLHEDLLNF
* = called active by the depositor; . = no result given. This is a subset. The share of hits here may be higher or lower than overall.

SMILES | LYPLA2 inh | PREPL inh | PAFAH1B3 inh | GSTO1 inh | PAD4 inh | EBNA-1 inh | LYPLA1 counter | PAFAH2 FP inh | ZTA DNA inh
FC(F)(F)c1ccc(CN2C[C@@H]3C(c4ccccc4)C4(c5cccnc5)CC3(C4)[C@H]2c2ccccc2)cc1 (some centres not stated) | -3 | 19 | 1 | 2 | 1 | 9 | -3 | 1 | 8
O=C(/C=C/NNC(=O)c1ccccc1)c1ccccc1 | 4 | 23 | 6 | 27 | 1 | -9 | 3 | 9 | -19
O=c1c(-c2nnc(SCc3ccc(Cl)cc3Cl)o2)cccn1Cc1ccccc1 | -8 | -8 | 5 | -12 | -2 | -6 | -10 | -6 | 2
Cc1noc(C)c1C(=O)Nc1nnc(CC(C)C)s1 | -4 | -1 | 4 | -5 | -3 | -5 | 2 | 5 | 7
COc1cccc(/C=N/n2nnnc2N)c1O | 6 | 4 | 8 | -1 | -7 | -3 | 1 | 5 | 11
COCCCNC(=O)c1cccc(OC)c1OC | 6 | -5 | 7 | 2 | -1 | -9 | 4 | -3 | -5
O=C(Cc1nnc(NC(=O)Nc2ccccc2)s1)Nc1ccccc1 | -6 | 1 | . | -16 | -4 | 18 | -9 | . | 10
OCCNc1nc(Nc2ccc(Cl)c(Cl)c2)nc2ccccc12 | 5 | 27 | 25 | -14 | -17 | -1 | 1 | 3 | 30
CCNC(=S)Nc1ccc(Cc2nc3ccccc3[nH]2)cc1 | -4 | -3 | 7 | -2 | -4 | -17 | 2 | 8 | 2
O=C(CN1CCN(c2ccc(F)cc2)CC1)NCc1ccc(Cl)cc1 | 8 | -39 | -3 | 14 | 4 | 3 | -2 | -1 | 8
Cc1ccc2c(c1)c1c3n2CCN(C(=O)Cn2c(-c4ccccc4)noc2=O)C3CCC1 (configuration not stated) | 0 | 14 | 10 | 4 | 0 | 4 | -1 | 2 | 9
NC(=O)c1ccccc1OCC(=O)NC12CC3CC(CC(C3)C1)C2 | -4 | -5 | 3 | 4 | -5 | 2 | 0 | 2 | 2
O=C(O)CSCCC(=O)Nc1ccc(F)cc1 | -5 | 3 | 2 | -6 | 3 | 9 | -1 | 0 | -1
Cc1ccsc1CN(C)CC(=O)NCC(=O)Nc1ccc(F)c(F)c1F | . | 3 | 3 | . | -3 | . | . | 1 | .
CCCCc1ccc(-n2nnnc2SCC(=O)Nc2cc(OC)c([N+](=O)[O-])cc2C)cc1 | 1 | -5 | 4 | -1 | -2 | -13 | -3 | -15 | 2
Cc1ccc(S(=O)(=O)N2CCSC2c2ccco2)cc1 (configuration not stated) | -3 | -7 | 4 | -3 | -3 | -5 | -3 | 0 | 4
Cc1ccn2cc(-c3cccc(NS(C)(=O)=O)c3)nc2c1 | -1 | 11 | -3 | -1 | -2 | 8 | -1 | -2 | -10
O=C(COC(=O)C1=Cc2ccccc2OC1)NCc1ccccc1 | 2 | -9 | 0 | 3 | 2 | -9 | 3 | 31* | -7
Cc1cnc(NC(=O)Cc2ccccc2Cl)s1 | 2 | -1 | 1 | 3 | 0 | 19 | 1 | 0 | 9
C/C(=C/c1ccccc1)C(=O)N1CC(C)OC(C)C1 (configuration not stated) | 1 | 14 | 9 | 6 | -2 | 2 | -4 | -1 | -4
Cc1cc(=O)[nH]c2c1c(-c1ccccc1)nn2C | -1 | -6 | -5 | 11 | 0 | 1 | 1 | -2 | 2
COc1ccccc1OCCCOc1c(C)cc(C)cc1Br | 2 | -10 | 3 | 5 | 3 | -1 | -3 | 5 | -4
O=C(COC(=O)c1ccc[nH]c1=O)NCCc1ccc(F)cc1 | -1 | 3 | -3 | -1 | -2 | 0 | 0 | 0 | 1
O=C(COc1ccccc1[N+](=O)[O-])c1ccccc1 | -1 | -3 | 1 | 5 | 2 | 5 | -4 | 0 | -2
Cc1cc(S(=O)(=O)N2CCCC(N3CCOCC3)C2)c(C)cc1Cl (configuration not stated) | 1 | -5 | 14 | 7 | -3 | -7 | 2 | -2 | 8
SMILES | LYPLA2 inh | PREPL inh | PAFAH1B3 inh | GSTO1 inh | PAD4 inh | EBNA-1 inh | LYPLA1 counter | PAFAH2 FP inh | ZTA DNA inh
Cc1nn(-c2ccc(Cl)cc2)c2sc(C(=O)c3c(N)n(C)c(=O)n(C)c3=O)cc12 | -7 | -13 | -7 | -8 | 0 | 1 | -3 | -24 | -10
CCOc1ccc2c(c1)sc(N)[n+]2Cc1cc(C)cc2cccnc12 | 35* | -12 | 3 | 3 | 4 | 2 | 0 | 8 | -17
Cc1nc(N)nc(C)c1Cc1ccccc1 | -2 | -6 | 4 | 4 | -3 | 2 | -2 | 4 | -4
O=C(NC(=O)c1ccccc1)Nc1ccccc1 | 3 | -4 | -4 | 5 | 6 | -10 | -4 | 1 | -20
Cc1ccc(C)c(-n2cc(CN3CCCN(C=O)CC3)c(-c3ccccc3)n2)c1 | -4 | -7 | 4 | -1 | -1 | -1 | 2 | -5 | -9
O=C(Nc1cnn(Cc2ccc(Cl)cc2)c1)C1CCCC1 | 0 | 8 | 2 | 3 | 1 | 10 | 2 | 0 | 16
COc1ccc(S(=O)(=O)Nc2nc3ccccc3s2)cc1 | -7 | -7 | 5 | -8 | -4 | -23 | -1 | 0 | -7
NNc1nnnc2c1sc1nc(N3CCOCC3)c3c(c12)CCCC3 | 0 | 5 | . | 6 | -4 | 4 | 0 | . | 9
Cc1ccc2[nH]cc(CCNC(=O)/C=C/c3ccco3)c2c1 | 3 | 17 | 8 | 15 | 3 | 7 | -1 | -3 | -11
O=C(O)CCC(=O)N(Cc1ccco1)c1nc(-c2ccccc2)cs1 | 7 | 8 | 1 | 8 | -1 | 4 | 0 | -7 | -5
CCOc1ccc(NC(=O)CSc2nnc(N)s2)c([N+](=O)[O-])c1 | -2 | -5 | -7 | -1 | -6 | 16 | 0 | -3 | -2
CCCCc1c(C)nn(-c2nnc3c4ccccc4n(CC)c3n2)c1C | -7 | 5 | 1 | -4 | -6 | 2 | -8 | -6 | 12
CC(=O)N1CCN(C(=O)C(Cc2ccccc2)NC(=O)c2ccccc2)CC1 (configuration not stated) | -6 | 6 | 11 | . | 0 | . | -3 | -2 | -5
CCOc1ccc(NC(=O)CC2C(=O)N(c3ccccc3)C(=S)N2Cc2ccccn2)cc1 (configuration not stated) | 5 | 7 | -2 | 7 | -3 | 5 | -1 | -17 | -5
Cc1ccc(O)c(C(=O)c2cc(C(=O)NCCc3ccccc3)c(=O)n(CCc3ccccc3)c2)c1 | -17 | 0 | -13 | -7 | 2 | 13 | -15 | -7 | 0
CC(C)NC(=O)c1ccccc1NC(=O)CS(=O)(=O)Cc1ccccc1 | -2 | 7 | 7 | 2 | 0 | -4 | -1 | 0 | -9
O=C(Nc1ccc2ncccc2c1)c1cc(Cl)ccc1Cl | 1 | -9 | 7 | -6 | 4 | 0 | 0 | 2 | -16
CCN(C(=O)COc1ccc(N(C)S(=O)(=O)c2ccc(NC(C)=O)cc2)cc1)C1CCCCC1 | . | 15 | 7 | . | 5 | . | . | -1 | .
COCCNC(=S)N1CCC(NC(=O)Nc2ccc(C)cc2)CC1 | 2 | 5 | 7 | -7 | -9 | -7 | 1 | 4 | 0
COc1cccc(Nc2nc(C)cc(C)c2C(N)=O)c1 | 1 | -8 | 5 | 4 | 3 | -5 | -5 | 7 | 2
O=C(COC(=O)COc1ccc(Br)cc1)NCc1ccccc1 | -1 | -2 | 8 | . | 2 | . | -4 | 1 | 5
CC(C)C(=O)Nc1ccc2oc(=O)ccc2c1 | -1 | 14 | 9 | -6 | -1 | -5 | 2 | 2 | -4
COc1ccccc1NC(=O)c1ccccc1-c1ccccc1C(=O)O | 1 | 10 | 10 | 9 | -1 | -8 | -1 | 1 | -18
CCc1cc(C(=O)N2CCN(c3ncccn3)CC2)sc1C | 2 | -4 | 0 | 12 | -2 | -2 | 2 | 7 | 7
CN(CC(=O)Nc1cccc(F)c1)CC(=O)Nc1cccc(S(N)(=O)=O)c1 | 3 | 12 | 2 | -5 | -1 | -11 | 2 | -1 | -2

An excerpt from above in order of length of the SMILES, descending:
SMILES | LYPLA2 inh | PREPL inh | PAFAH1B3 inh | GSTO1 inh | PAD4 inh | EBNA-1 inh | LYPLA1 counter | PAFAH2 FP inh | ZTA DNA inh
CCOc1ccc(NC(=O)CSc2nnc(N)s2)c([N+](=O)[O-])c1 | -2 | -5 | -7 | -1 | -6 | 16 | 0 | -3 | -2
COCCNC(=S)N1CCC(NC(=O)Nc2ccc(C)cc2)CC1 | 2 | 5 | 7 | -7 | -9 | -7 | 1 | 4 | 0
COc1cccc(Nc2nc(C)cc(C)c2C(N)=O)c1 | 1 | -8 | 5 | 4 | 3 | -5 | -5 | 7 | 2

Other records follow.
SMILES | LYPLA2 inh | PREPL inh | PAFAH1B3 inh | GSTO1 inh | PAD4 inh | EBNA-1 inh | LYPLA1 counter | PAFAH2 FP inh | ZTA DNA inh
CCCCC(=O)Nc1ccc(Br)cn1 | -1 | 10 | 5 | 8 | -6 | -17 | 1 | -1 | -5
CCc1cc2cccc(C)c2nc1SCC(=O)Nc1nonc1C | -2 | 1 | 5 | 2 | -1 | 6 | 5 | -4 | 7
CC(Oc1ccc(F)cc1)C(=O)Oc1ccc(N(C)S(=O)(=O)c2ccccc2)cc1 (configuration not stated) | 3 | 10 | 4 | -10 | -3 | -3 | 3 | 2 | 0
COc1cc(C(=O)Nc2cccc(C(C)=O)c2)cc(OC)c1OC | 1 | -4 | 3 | 0 | -3 | -2 | -1 | 0 | 11
C=CCn1c2ccccc2c(=O)c2cc(C#Cc3ccsc3)ccc21 | -14 | 3 | . | 0 | -3 | -2 | -2 | . | 7
CCC(CC)NC(=O)c1cc([N+](=O)[O-])ccc1N1CCOCC1 | 5 | 15 | 5 | -5 | 0 | 6 | -1 | -5 | -11
CCOc1ccc(C(=O)NC(=S)Nc2cccc(S(=O)(=O)NC3=NCCC3)c2)cc1 | 6 | -10 | 4 | -5 | -4 | 5 | -3 | -3 | -1
O=C(O)c1csc(-c2cccc(Cl)c2)n1 | 13 | -6 | 3 | -1 | 4 | -5 | 1 | -4 | -3
C=C1C(=O)[C@@]23[C@H](O)C[C@@H]4C(C)(C)CC[C@H](O)[C@]4(C)[C@@H]2C[C@H](O)[C@@H]1[C@H]3O | 3 | 15 | -5 | 9 | 1 | -2 | 1 | -2 | -15
Cc1csc(-c2cnn(-c3ccccc3)c2NC(=O)c2ccc(C(F)(F)F)cc2)n1 | -6 | 6 | -9 | 4 | -4 | -6 | -2 | -4 | -4
O=S(=O)(Cc1ccccc1Cl)NCCc1ccccc1 | -6 | -6 | 0 | -6 | 0 | -13 | -2 | -1 | -1
COc1ccc(NC(=O)CSc2nnc(C3CC3)n2N)cc1 | 5 | 5 | 3 | 8 | -6 | 16 | 3 | -10 | -4
CN1CCC(OC(=O)Cc2ccc(Cl)cc2)CC1 | -6 | -3 | 3 | 0 | -3 | -10 | -3 | -3 | -10
COc1ccc(C2/C(=C(\O)c3cccc(OC)c3)C(=O)C(=O)N2c2ccccn2)cc1 (configuration not stated) | 9 | 9 | 3 | -6 | -2 | 4 | 5 | 0 | -3
O=C(O)c1ccc2ncsc2c1 | -1 | -4 | 11 | 6 | 10 | 0 | -2 | 5 | 1
Fc1ccc(C(CNC(=S)NC2CCCCC2)N2CCOCC2)cc1 (configuration not stated) | -3 | 5 | 7 | -6 | 0 | 6 | 0 | -6 | -10
Oc1[nH]c2ccccc2c1OCc1ccncc1 | -4 | -3 | 6 | 2 | 3 | 1 | 0 | 0 | 10
CN(c1ccccc1)S(=O)(=O)c1ccc(C(=O)NCCc2ccccc2)cc1 | 0 | -5 | 2 | 4 | -4 | 1 | -3 | 4 | 21
O=S(=O)(NCc1ccccc1)NCc1ccccc1F | -4 | 0 | -1 | -2 | -8 | 5 | -4 | -5 | -5
CN(CC(=O)Nc1ccccc1)CC(=O)Nc1ccc(F)cc1 | 1 | -5 | -2 | -3 | 2 | -13 | 2 | 12 | -10
Brc1ccc(N=C(c2ccccc2)c2ccncc2)cc1 | 2 | 7 | 2 | -1 | -1 | 4 | 1 | -7 | 0
